Source: PubChem
Tau ThT inhib – inhibitors of human tau fibril formation, thioflavin T binding; P10636; recombinant tau K18 P301L (four-repeat tau fragment), heparin-induced fibrillization, ThT fluorescence; Potency, µM (top dose mostly 57.4 µM), inactives show at the highest dose activity, negative = inhibition, hits mostly inhibitors; 270,000 tested, 2.1% active; also: nearly all actives have a fitted effect of over 55% in size
Target sequence (P10636 561-689 P618L limits assumed): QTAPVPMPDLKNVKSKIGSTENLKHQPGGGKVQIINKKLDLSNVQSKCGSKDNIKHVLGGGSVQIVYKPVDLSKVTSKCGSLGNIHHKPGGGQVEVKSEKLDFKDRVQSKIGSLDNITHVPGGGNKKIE
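Heparin-induced fibrillization of the P301L-mutant K18 repeat-domain fragment of human tau was followed by ThT binding in quantitative high-throughput format.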
JMJD2E inh – inhibitors of human JMJD2E histone demethylase | B2RXH2 | JMJD2E catalytic domain, FDH-coupled NADH fluorescence (FDH is formaldehyde dehydrogenase) | Potency, µM (doses to about 57.1 µM), for inactives: at the highest dose activity change, negative = inhibition, actives largely listed as inhibitors | 230,000 tested, 1.6% active | AID 2147; active = well fitted inhibition curve with a large enough effect, not every such curve was filed as active; inconclusive = small, poorly fitted or top-dose-only effect, or another doubt; inactive = no such curve, though single readings can be large or run the other way;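 also: 0% = wells with enzyme and -100% = buffer wells without enzyme; nearly all actives have a fitted effect of over 50% in size; many of its hits are not listed in these tables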
Target sequence (B2RXH2 1-337 limits assumed): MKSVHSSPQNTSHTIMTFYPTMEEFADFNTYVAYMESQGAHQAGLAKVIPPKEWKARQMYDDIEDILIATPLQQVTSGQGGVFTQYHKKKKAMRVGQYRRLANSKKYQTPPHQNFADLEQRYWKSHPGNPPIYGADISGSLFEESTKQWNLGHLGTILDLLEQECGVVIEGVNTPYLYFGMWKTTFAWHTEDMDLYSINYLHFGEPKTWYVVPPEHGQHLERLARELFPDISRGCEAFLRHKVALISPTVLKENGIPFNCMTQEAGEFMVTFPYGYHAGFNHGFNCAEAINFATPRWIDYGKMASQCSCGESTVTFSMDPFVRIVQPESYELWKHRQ
Tau FP inhib – inhibitors of human tau fibril formation. 280,000 tested, 0.39% active. K18 P301L tau heparin fibrillization, Alexa594 FP, 6 h. AID 1468. Potency, µM (highest dose often 57.7 µM), for inactives: at the highest dose activity, negative = inhibition, actives largely listed as inhibitors. P10636; also: nearly all actives have a fitted effect of over 55% in size
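Quantitative HTS format: compounds meet 15 uM recombinant K18 P301L tau and Alexa 594-tau tracer in 100 mM sodium acetate pH 7; 20 uM heparin triggers fibrillization at 37 C over 6 hr; FP gives the signal.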
RGS12 GoLoco inh – blocks human Gai1 binding to RGS12 GoLoco peptide, red readout | Potency, µM (series often up to 61.6 µM), inactives show at the highest dose activity, negative = inhibition, hits mostly inhibitors | 230,000 tested, 0.44% active | AID 880 | P63096 | Gai1:RGS12 GoLoco peptide FP, rhodamine, 10 min; active = well fitted inhibition curve with a large enough effect, not every such curve was filed as active; inactive = no such curve, though single readings can be large or run the other way; also: nearly all actives have a fitted effect of over 30% in size; many of its hits are not listed in these tables
Target sequence (P63096 whole entry, looked up): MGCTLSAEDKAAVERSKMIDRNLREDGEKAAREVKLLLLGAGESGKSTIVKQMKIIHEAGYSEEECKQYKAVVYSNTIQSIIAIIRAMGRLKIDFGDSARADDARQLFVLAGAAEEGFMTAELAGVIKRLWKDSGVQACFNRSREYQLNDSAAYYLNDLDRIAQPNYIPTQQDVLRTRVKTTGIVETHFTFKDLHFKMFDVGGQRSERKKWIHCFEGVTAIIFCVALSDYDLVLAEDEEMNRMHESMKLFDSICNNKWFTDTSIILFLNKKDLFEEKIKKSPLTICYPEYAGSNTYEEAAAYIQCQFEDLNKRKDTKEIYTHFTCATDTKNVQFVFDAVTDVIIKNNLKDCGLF
L3MBTL1 inh – L3MBTL1 (human) inhibition; Q9Y468; AlphaScreen L3MBTL1–H3K9me1 peptide binding; Potency, µM (top dose mostly 57.1 µM), inactives show at the highest dose activity, negative = inhibition, hits mostly inhibitors; 230,000 tested, 0.66% active; AID 485360; also: nearly all actives have a fitted effect of over 60% in size
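First, the protein-peptide complex forms for 30 min at room temperature (L3MBTL1 50 nM, biotinylated H3K9me1 peptide 75 nM). Next, compounds are pin-transferred and incubated 30 min. Finally, AlphaScreen beads are added and read after 30 min.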
TRb SRC2 PPI – inhibitors of human thyroid hormone receptor beta-SRC2 interaction | P10828 | TRbeta-SRC2 peptide binding, fluorescence polarization; receptor liganded with 1 µM T3 | Potency, µM (top dose mostly 106 µM), inactives show at the top dose activity change, negative = inhibition, actives largely listed as inhibitors | 280,000 tested, 0.065% active;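 also: plate controls were bound peptide for no effect and peptide without receptor for full effect; nearly all actives have a fitted effect of over 50% in size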
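Binding of a 20-amino-acid Texas Red SRC2 peptide (20 nM) to TRb ligand-binding domain (0.6 uM) with agonist T3 at 1 uM was followed by fluorescence polarization after a 5 hr room-temperature incubation.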
TR SRC2 fluor cs – counter-screen for TRb-SRC2 inhibitors: fluorescence interference; TRb/SRC2 Texas Red total fluorescence interference; Potency, µM (top dose mostly 106 µM), inactives show top-dose fluorescence change, negative = quenching; 280,000 tested, 0.29% active; active = well fitted curve in either direction with a large enough effect; inconclusive = small, poorly fitted or top-dose-only effect
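Flags fluorescent or light-absorbing compounds by total fluorescence, S + 2P, at 555 nm excitation and 632 nm emission. Mixture: 20 nM Texas Red SRC2 peptide, 0.6 uM human TRb LBD, 1 uM T3, 5% DMSO; compound exposure 5 h at ambient temperature.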
RECQ1 helicase – inhibitors of human RECQ1 DNA helicase. 240,000 tested, 0.54% active. Potency, µM (titrated, usually from 57.3 µM), without a hit: top-dose activity, negative = inhibition, hits mostly inhibitors. P46063. RECQ1 DNA unwinding, red fluorescence kinetic read. AID 2549;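 also: plate controls were vehicle for no effect and no enzyme for full effect; nearly all actives have a fitted effect of over 30% in size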
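RECQ1T1 50 nM; forked duplex (20 bp + 30-nt ss tails) 200 nM, ATP 2 mM final; pH 8.0, 2 mM MgCl2, 2.5 ug/ml poly(dI-dC); 15 min compound preincubation; discontinuous kinetic read over 2 h at RT.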
* hit, by the source's call; i = inactive; ? = inconclusive; . = not tested or not shown; & = joins results of further samples; [ ] = dose if it differs, or a comment. Unless noted, calls follow the shape of the dose curve; as a rule, active = well fitted curve in the direction sought with a large enough effect; inconclusive = small, poorly fitted or top-dose-only effect, or another doubt; inactive = no such curve, though single readings can be large; an effect the other way counts as inactive or inconclusive. Unless noted, % is scaled to controls: 0 for no effect and ±100 for the full control effect; potency is read from the fitted curve at half-maximal effect. This is a subset. The share of hits here may be higher or lower than overall.

item	compound	Tau ThT inhib	JMJD2E inh	Tau FP inhib	RGS12 GoLoco inh	L3MBTL1 inh	TRb SRC2 PPI	TR SRC2 fluor cs	RECQ1 helicase
1	Cc1ccc(F)cc1NC(=O)Cn1c(C)cc(C)c(C#N)c1=O	-1%	.	-2%	.	.	-2%	1%	.
2	CN(C)S(=O)(=O)c1ccc(S(=O)(=O)N(CC(=O)Nc2ccccc2)CC2CCCO2)cc1 (stereo not given)	-3%	-3%	5%	9%	-1%	1%	-2%	-3%
3	O=C(Nc1ccc(C(=O)O)cc1)/C(=C\C=C\c1ccccc1)NC(=O)c1cccc(Br)c1	13%	2%	-4%	24%	-24%	5%	0%	i
4	Cn1c(=O)c2c(ncn2CCCc2ccccc2)n(C)c1=O	-1%	8%	2%	8%	0%	0%	2%	i
5	O=C(Cn1ncc2c3ccccc3n(Cc3ccccc3F)c2c1=O)NCc1ccccc1Cl	11%	.	-13%	.	.	3%	-2%	.
6	CC1(C)Cc2ccccc2-c2nnc(-c3cccc(O)c3)n21	6%	?	8%	5%	.	-3%	-5%	-14%
7	Cc1ccc(C)c(NC(=O)CS(=O)(=O)c2cn(C)c3ccccc23)c1	8%	-2%	6%	-11%	5%[11.4 µM]	2%	-1%	4%
8	COc1cccc(-n2c(=O)c3cc(OC)c(OC)cc3n(CC(=O)Nc3ccccc3)c2=O)c1	4%	.	1%	.	.	-5%	-4%	.
9	COc1cc(/C=N/NC(=O)CSc2nc3ccccc3n2C)cc(OC)c1OC	-6%	19%	-5%	6%	3%	5%	2%	i
10	CCCCn1c(CN2CCN(c3cccc(Cl)c3)CC2)nc2c1c(=O)[nH]c(=O)n2C	?	-4%	1%	19%	18%[11.4 µM]	5%	0%	-2%
11	CC(/C=C/c1cccs1)=C\C(=O)O	5%	2%	-5%	-10%	-17%	4%	-5%	i
12	COc1ccc(C(CCN(Cc2ccc(OC)c(OC)c2)C(=O)CCl)c2ccccc2)cc1 (stereo not given)	?	10%	10%	7%	-12%	-9%	-1%	-6%
13	O=C(C1=C(O)C(=O)N(Cc2ccco2)C1c1ccccc1)c1cccs1 (stereo not given)	-7%	4%	-6%	2%	-4%	1%	-1%	-2%
14	Cc1cccc(C(C)(C)C)c1OCCCCN1CCCC1	-14%	-21%	-2%	10%	.	4%	-1%	-5%
15	CC(C)(C)c1ccc(/C=N/NC(=S)NC2CCCCC2)cc1	-12%	1%	0%	-8%	-15%	5%	-3%	-13%
16	COc1cc(OC)c(N(C)S(=O)(=O)c2cccc(C(=O)Nc3nnc(C4CC4)s3)c2)cc1Cl	-3%	?	-7%	13%	.	-1%	-1%	-2%
17	O=C(c1ccccc1F)N1c2ncnn2C2(CCCCC2)[C@@H]2CCCC[C@@H]21	-15%	.	-6%	.	.	-12%	8%	.
18	COC(=O)C(NNc1ccccc1)(NC(=O)c1ccc(F)cc1)C(F)(F)F (stereo not given)	?	.	?	6%	-3%	-6%	-2%	-5%
19	O=c1c2ccccc2nnn1Cc1ccccc1	-5%	7%	1%	1%	13%	-4%	-2%	-4%
20	Cc1ccccc1NC(=O)CC1SCCNC1=O (stereo not given)	-11%	-8%	-10%	-6%	13%	-7%	-6%	-16%

Structures listed so far that contain fluorine:
item	compound	Tau ThT inhib	JMJD2E inh	Tau FP inhib	RGS12 GoLoco inh	L3MBTL1 inh	TRb SRC2 PPI	TR SRC2 fluor cs	RECQ1 helicase
1	Cc1ccc(F)cc1NC(=O)Cn1c(C)cc(C)c(C#N)c1=O	-1%	.	-2%	.	.	-2%	1%	.
5	O=C(Cn1ncc2c3ccccc3n(Cc3ccccc3F)c2c1=O)NCc1ccccc1Cl	11%	.	-13%	.	.	3%	-2%	.
17	O=C(c1ccccc1F)N1c2ncnn2C2(CCCCC2)[C@@H]2CCCC[C@@H]21	-15%	.	-6%	.	.	-12%	8%	.
18	COC(=O)C(NNc1ccccc1)(NC(=O)c1ccc(F)cc1)C(F)(F)F (stereo not given)	?	.	?	6%	-3%	-6%	-2%	-5%

Next part:
item	compound	Tau ThT inhib	JMJD2E inh	Tau FP inhib	RGS12 GoLoco inh	L3MBTL1 inh	TRb SRC2 PPI	TR SRC2 fluor cs	RECQ1 helicase
21	CC(=O)c1sc(NC(=O)c2cc(=O)c3ccccc3o2)nc1C	?	5%	-12%	7%	.	1%	-10%	-15%
22	Cc1ccccc1Cn1nnc2c(=O)[nH]c(C3CCN(C(=O)c4ccc(F)cc4)CC3)nc21	-10%	.	0%	.	.	4%	-71%	.
23	O=C(Cn1cncn1)N/N=C/c1cccnc1	0%	3%	-1%	-3%	7%	-4%	1%	23%
24	OCC(O)C(O)C(O)CO (stereo not given)	-5%&3%	0%&-18%	-1%&-2%	10%&9%	.	-1%&-5%	-1%&0%	-11%&-1%
25	COc1cc(OC)cc(C(=O)N[C@H](C(=O)OCC(=O)Nc2ccc(F)c(F)c2F)C(C)C)c1	-9%	-18%	-4%	7%	.	-6%	-11%	-16%
26	Cc1ccc(C(C)C)c(OCC(=O)Nc2ccc(-c3nc4ncccc4o3)cc2C)c1	-8%	.	-11%	.	.	8%	3%	.
27	CC(C)OC(=O)C[C@H](NC(=O)OC(C)(C)C)c1ccccc1	-6%[11.5 µM]	.	-3%[11.6 µM]	.	.	4%[11.2 µM]	0%[11.2 µM]	-3%[11.5 µM]
28	C=CCN1C(=O)CSc2ccc(C(=O)NCc3cccs3)cc21	0%	-7%	8%	-6%	?	0%	-7%	-1%
29	O=C(NCCCn1ccnc1)C(=O)NCC1OCCN1S(=O)(=O)c1ccc2c(c1)OCCO2 (stereo not given)	.	4%	3%	1%	.	7%	-3%	-24%
30	Fc1ccc(CNc2nc(-c3ccccc3)cc(C(F)(F)F)n2)cc1	-3%	.	?	.	.	1%	-3%	.
31	CC(C)c1nc(N2CCOCC2)c(C#N)c2c1CCC2	-14%	?	10%	4%	6%	-4%	-6%	-5%
32	COc1ccc(NC(=O)c2oc3ccc(S(=O)(=O)N4CCC5(CC4)OCCO5)cc3c2C)cc1	-10%	?	-2%	2%	-5%	-10%	1%	i
33	Cc1ccc(NC(=O)C2CCN(S(=O)(=O)c3c(C)noc3C)CC2)cc1C	-3%&-8%	9%	?	-10%	.	7%&2%	0%&-1%	-1%
34	CC(C)n1c(=N)c(C(=O)NC2CCCCC2)cc2c(=O)n3ccccc3nc21	6%	.	4%	.	.	-2%	-4%	.
35	CCCc1cc(=O)[nH]c(SCC(=O)N2CCN(c3ccc(F)cc3)CC2)n1	5%	7%	1%	-4%	.	-3%	-2%	-16%
36	Cc1cc2n(n1)C(c1ccccc1)Nc1ccccc1-2 (stereo not given)	-19%	?	-4%	-2%	-3%	-5%	-6%	3%
37	O=C(Cc1cccs1)N/N=C/C=C\c1ccco1	?	?	?	-2%	-21%	2%	-18%	?
38	O=C(N/N=C\c1ccc(CNS(=O)(=O)c2ccc(Cl)cc2)o1)C(=O)Nc1ccc(Oc2ccccc2)cc1	-3%	-6%	3%	5%	-2%	5%	1%	-3%
39	Cc1cccc(NC(=O)CNC(=O)COc2cc(F)ccc2[N+](=O)[O-])c1C	-2%	-1%	-7%	0%	-2%	2%	-3%	-1%
40	O=C1CCCN1CCCNC(=S)Nc1ccccc1	-9%	-5%	4%	58%[activator]	12%	3%	-3%	-13%

Brought forward from above: 2 compounds, followed by the next part.
The line under a structure holds: Tau ThT inhib	JMJD2E inh	Tau FP inhib	RGS12 GoLoco inh	L3MBTL1 inh	TRb SRC2 PPI	TR SRC2 fluor cs	RECQ1 helicase
39) Cc1cccc(NC(=O)CNC(=O)COc2cc(F)ccc2[N+](=O)[O-])c1C
    -2%	-1%	-7%	0%	-2%	2%	-3%	-1%
40) O=C1CCCN1CCCNC(=S)Nc1ccccc1
    -9%	-5%	4%	58%[activator]	12%	3%	-3%	-13%
41) CC1(C)CC(=O)c2cnn(-c3nc4ccccc4[nH]3)c2C1
    -11%	?	18%	16%	-12%[11.4 µM]	-3%	-2%	i
42) CCC(C(=O)O)c1ccccc1 (stereo not given)
    -3%	4%	-7%	28µM*	.	-2%	0%	16%
43) O=C(CNC(=O)c1ccc(F)cc1)N/N=C/c1ccc(O)c([N+](=O)[O-])c1
    ?	-6%	7%	3%	2%	2%	-1%	-7%
44) CN(CC(=O)NCCC1=CCCCC1)S(=O)(=O)c1ccc2c(c1)CCC(=O)N2
    -11%	-10%	1%	13%	-4%	8%	3%	-13%
45) C=CCC1(CC=C)CCCN1C(=O)CC1C(=O)NCCN1Cc1cccc(OC)c1 (stereo not given)
    -7%	3%	-4%	15%	-7%	-4%[53 µM]	2%[53 µM]	i
46) Cc1cn(S(=O)(=O)c2ccc(Br)cc2)cn1
    -13%	4%	-4%	4%	.	10%	0%	-7%
47) CC1(C)Cc2c(c(-c3ccccc3)nc3sc4c(=O)[nH]c(=S)[nH]c4c23)CO1
    .	1%	3%	12%	.	0%	-2%	-1%
48) CCCCCn1c(C(Cc2ccccc2)NC(C)=O)nc2ccccc21 (stereo not given)
    -11%	-4%	9%	11%	2%	4%	-1%	8%
49) NC(=O)CSc1nnc(COc2ccccc2)n1C1CCCCC1
    -11%	9%	-5%	1%	.	-4%	3%	i
